# Screens from PubChem.
# MITF TRPM1 HTS – increases MITF-driven TRPM1 promoter luciferase signal; 0.75% of 300,000 active; activation, % at 12.5 µM; SK-MEL-5 TRPM1-promoter luciferase, 24 h; % of positive control, neutral wells = 0;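 active = mean activation of at least 80% with every replicate also reaching 80%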;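 note: 0% = neutral control wells and 100% = parthenolide positive control wells; values of inactives mirror those of a sister screen read the other way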
# Tat export inh – blocks Tat-dependent protein export in E. coli; AID 488895; E. coli MC4100 TorA-mCherry Tat export, fluorescence; 0.036% of 340,000 active; inhibition, % at 10 µM;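 active = mean replicate inhibition at least 50% and at least half of replicates individually reaching 50%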;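 note: exported cargo escapes ClpAP degradation while cytoplasmic cargo is degraded and loses fluorescence; 0% = median of neutral control wells and 100% = median of NaSCN control wells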
# SR-BI HDL uptake – inhibitors of mouse SR-BI mediated HDL lipid uptake. Q61009. ldlA[mSR-BI] CHO cells, DiI-HDL uptake fluorescence, 3 h. inhibition, % at 12.5 µM. 0.96% of 320,000 active. AID 488896;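 active = mean replicate inhibition of at least 70% and a set share of replicates each scoring 70 or more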;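 note: 0% = median of neutral control wells and 100% = median of positive control wells; values of inactives mirror those of a sister screen read the other way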
# Target sequence (Q61009 whole entry, looked up): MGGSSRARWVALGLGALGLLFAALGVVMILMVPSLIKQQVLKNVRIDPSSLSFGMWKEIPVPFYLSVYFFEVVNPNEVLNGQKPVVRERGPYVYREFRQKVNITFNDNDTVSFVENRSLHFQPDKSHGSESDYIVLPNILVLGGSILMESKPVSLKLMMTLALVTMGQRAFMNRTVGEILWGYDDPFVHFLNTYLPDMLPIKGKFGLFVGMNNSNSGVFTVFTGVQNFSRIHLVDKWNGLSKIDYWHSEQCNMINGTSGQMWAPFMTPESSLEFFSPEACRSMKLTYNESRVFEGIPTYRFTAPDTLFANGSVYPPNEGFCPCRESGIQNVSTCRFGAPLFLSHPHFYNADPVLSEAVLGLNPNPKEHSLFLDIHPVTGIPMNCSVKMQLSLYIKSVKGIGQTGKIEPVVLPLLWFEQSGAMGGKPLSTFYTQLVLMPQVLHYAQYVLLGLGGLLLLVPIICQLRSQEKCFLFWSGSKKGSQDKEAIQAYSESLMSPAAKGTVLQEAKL
# E coli growth – reduces bacterial viability in AddAB counter-screen; E. coli V3065 growth, OD600 absorbance, 18 h; inhibition, % at 11.9 µM; 0.27% of 330,000 active;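 active = inhibition above the campaign's mean inhibition across all tested compounds plus 3 SD, cut at about 9.9% in these data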;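 note: uninfected addAB+ strain grown without phage in ampicillin broth; 0% = DMSO wells and 100% = ciprofloxacin 0.95 µg/ml wells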
# phage Ecoli inh – E. coli growth loss with phage present; inhibition, % at 11.9 µM; AID 651602; 0.26% of 360,000 active; growth absorbance; in the data active = inhibition above about 11%
# CAL PDZ FP-1 – blocks peptide binding to human CAL PDZ domain; Q9HD26; purified CAL PDZ, TMR-peptide fluorescence polarization, 1 h; inhibition, % at 20 µM; 0.02% of 330,000 active; AID 504414;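 active = highest replicate inhibition of at least 40%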;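 note: plate controls were DMSO neutral control wells for no effect and unlabeled competitor peptide control wells for full effect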
#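 Test system: tagged CAL PDZ domain / Buffer or medium: sodium phosphate/NaCl buffer pH 7.4 with TCEP, IgG, Thesit / Reagent: TMR-labelled reporter peptide T*-PRC34 bound in PDZ groove / Compound dosing: single point, 20 µM / Schedule: 1 h incubation at room temperature before polarization reading / Technique: fluorescence polarization (mP) / Benchmarks: unlabelled peptide, DMSO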
# CAL PDZ FP-2 – blocks peptide binding to the human CAL PDZ domain | 0.92% of 300,000 active | inhibition, % at 24.9 µM | Q9HD26 | AID 602252 | purified CAL PDZ, TMR-peptide fluorescence polarization, 1 h;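 active = mean inhibition of at least 30% with at least half of replicates also reaching 30%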;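 note: 0% = DMSO neutral control and 100% = excess unlabeled competitor peptide PRC23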
# Wnt act – activators of Wnt/beta-catenin signaling. Wnt/beta-catenin reporter cell assay, activator, plate reader. activation, % at 9.35 µM. 1.2% of 300,000 active; in the data active = activation above about 30%, passing the limit was not always enough;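 note: 0% = neutral control wells and 100% = positive control wells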
# SR-BI uptake up – enhances SR-BI lipid uptake from DiI-HDL; activation, % at 12.5 µM; CHO ldlA[mSR-BI] cells, DiI-HDL uptake fluorescence, 3 h; 100 = double the neutral-control signal; 0.096% of 320,000 active;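 active = mean replicate activation of at least 60% and every replicate at or above 60%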;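 note: 0% = median plate neutral-control signal and 100% = twice that signal; values of inactives mirror those of a sister screen read the other way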
#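 Test system: SR-BI-overexpressing, LDLR-lacking CHO cells; Also added: labelled HDL, 10 µg/mL; Measured by: bottom-read cell fluorescence after medium removal, ex 550/em 595 nm; Timing: 3 h uptake period with compound, 37 °C; Buffer or medium: F12, 0.5% BSA, 25 mM HEPES; Doses: single compound concentration, delivered by pin transfer.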
# AddAB inh – less growth of phage-infected E. coli with AddAB | E. coli expressing H. pylori AddAB, absorbance growth | inhibition, % at 11.9 µM | 0.29% of 330,000 active; in the data active = inhibition above about 12%;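 note: 0% = vehicle wells of infected cells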
# * marks the source's active call; other numbers are inactive results; . = no result given.
SMILES,MITF TRPM1 HTS,Tat export inh,SR-BI HDL uptake,E coli growth,phage Ecoli inh,CAL PDZ FP-1,CAL PDZ FP-2,Wnt act,SR-BI uptake up,AddAB inh
COc1ccc(C(=O)/C=C/c2ccc(OC)c(COc3ccccc3F)c2)cc1,0,-1,17,-1.0,0.2,-0.2,1,.,-17,3.5
O=C(COC(=O)c1ccc[nH]c1=O)NCCc1ccc(Cl)cc1Cl,4,3,-9,-1.6,1.3,-1.9,-6,50*,9,-2.2
CCCN1CCN(C(c2cc3cc4c(cc3[nH]c2=O)OCO4)c2nnnn2C(C)(C)C)CC1 (stereo not drawn),5,-11,-3,1.1,3.8,-0.7,-2,16,3,3.5
O=C(Cc1cccs1)Nc1ccc(F)c(F)c1,-10,0,-5,-0.4,-0.8,-0.7,.,1,5,0.8
C=CCn1c(O)c(N=NC(=S)Nc2ccc(OC)cc2)c2ccccc21,-18,-2,-10,-6.0,0.7,0.1,2,-8,10,0.2
NC(=O)CSc1nnc(-c2ccc(S(=O)(=O)N3CCCC3)cc2)o1,-7,-2,-18,0.2,1.9,-1.8,-4,-2,18,2.0
O=C1CCC2(C(=O)O)Sc3ccccc3N12 (stereo not drawn),.,-4,-17,-2.8,3.6,-0.8,-5,.,17,-1.0
Nn1c(SCC(=O)NCC2CCCO2)nnc1-c1ccc(OC(F)F)cc1 (stereo not drawn),-3,6,-14,1.1,1.8,-3.6,-3,-1,14,3.6
CCOC(=O)CC(NC(=O)CCc1c(C)nc2ncnn2c1C)c1ccc(C)cc1 (stereo not drawn),-5,14,5,0.1,4.1,-1.1,-3,-7,-5,-0.4
CCNC(=O)n1cc(-n2cncn2)c(-c2ccccc2)n1,-7,-5,-8,1.0,3.8,0.6,-2,-1,8,0.9
c1cc2c(cc1-n1cnnn1)OCO2,1,3,-10,-0.4,3.1,-2.8,-3,2,10,1.5
O=C(CSc1nnc(-c2cccnc2)n1C1CCCCC1)NC1CCCC1,2,-2,2,0.0,2.2,.,-1,.,-2,2.1
CC1CCC(NC(=O)C(=O)Nc2ccc3c(c2)OCO3)CC1 (stereo not drawn),63,32,-5,1.2,3.4,-2.0,-3,32*,5,0.6
Cc1cc(C)nc(-n2nc(C)c(C3(O)C(=O)Nc4ccccc43)c2N)n1 (stereo not drawn),0,-2,-31,-0.9,-1.2,-2.2,0,.,31,4.1
C/C(=N\Nc1ccc([N+](=O)[O-])cc1)c1ccc(O)cc1,65,-10,74*,-0.4,4.0,1.1,-1,11,-74,1.2
Cc1ccc(CC2C(=O)N(c3ccc(F)cc3)C(=O)C2C)cc1 (stereo not drawn),.,2,-6,-2.2,0.5,0.5,-3,2,6,-0.5
CCCCCC/C(C)=C1/SC(=S)NC1=O,12,4,-33,0.9,-6.0,-1.9,-3,.,33,-1.3
COc1cccc(CNn2cnnc2)c1OCc1ccc(F)cc1,.,5,16,-3.7,3.9,-2.2,-2,4,-16,-3.0
CCCOc1cc(CC(=O)NCc2ccco2)ccc1OC,.,-9,15,-0.6,1.9,0.3,-3,-2,-15,2.0
COCCN(C(=O)c1ccc(-c2ccc(Cl)cc2)o1)c1c(N)n(Cc2ccccc2)c(=O)[nH]c1=O,-4,1,10,-0.3,1.4,-1.2,-6,0,-10,-0.9

# Of the compounds above, these have an aryl thioether with sulfur outside any ring:
SMILES,MITF TRPM1 HTS,Tat export inh,SR-BI HDL uptake,E coli growth,phage Ecoli inh,CAL PDZ FP-1,CAL PDZ FP-2,Wnt act,SR-BI uptake up,AddAB inh
NC(=O)CSc1nnc(-c2ccc(S(=O)(=O)N3CCCC3)cc2)o1,-7,-2,-18,0.2,1.9,-1.8,-4,-2,18,2.0
Nn1c(SCC(=O)NCC2CCCO2)nnc1-c1ccc(OC(F)F)cc1 (stereo not drawn),-3,6,-14,1.1,1.8,-3.6,-3,-1,14,3.6
O=C(CSc1nnc(-c2cccnc2)n1C1CCCCC1)NC1CCCC1,2,-2,2,0.0,2.2,.,-1,.,-2,2.1

# The results go on:
SMILES,MITF TRPM1 HTS,Tat export inh,SR-BI HDL uptake,E coli growth,phage Ecoli inh,CAL PDZ FP-1,CAL PDZ FP-2,Wnt act,SR-BI uptake up,AddAB inh
Cc1cc(-c2nnc(SCC(=O)Nc3nccs3)o2)no1,9,-3,7,-2.0,-0.5,-0.6,4,9,-7,-3.0
CCOC(=O)c1ccc(N=C2SC(C(=O)Nc3ccc(C(=O)O)cc3)CC(=O)N2Cc2cccs2)cc1 (stereo not drawn),1,-8,2,-0.9,4.2,-0.6,0,-1,-2,-1.9
CC(C)c1cc(NC(=O)CSc2nnc(-c3ccccc3F)n2C)on1,.,5,-20,-1.8,1.8,-2.1,8,-11,20,2.0
CCO/C=C1/C(=O)N(C)C(=O)c2cc(OC)ccc21,-12,-6,-6,-2.6,4.0,0.6,-1,.,6,1.1
Cc1ccc2c(c1)[nH]c1c(=O)n(CCN3CCNCC3)cnc12,-10,2,11,.,0.5,-0.6,-5,.,-11,.
Cn1c(=O)c2c(=O)cc(NNC(=O)C(C)(C)C)[nH]c2n(C)c1=O,5,2,-18,0.9,2.4,-0.7,-1,.,18,-1.1
Cc1ccc2[nH]cc(CCNC(=O)C3CCCO3)c2c1 (stereo not drawn),-10,0,-2,1.7,0.6,0.4,4,-3,2,0.0
COCc1c(C(=O)N/N=C\c2ccccn2)nnn1-c1nonc1N,.,-6,.,1.3,2.1,0.4,3,1,.,2.8
C/C(CC(=O)Nc1ccc(Cl)cn1)=N\NC(=O)Cc1cccs1,1,-1,11,0.1,-2.3,0.5,1,1,-11,0.9
COc1ccc(N(C(=O)Cc2cccs2)C(C(=O)NC2CCCC2)c2ccncc2)cc1OC (stereo not drawn),4,2,.,-1.3,1.1,-1.6,-4,1,.,4.2
Cc1ccccc1-c1nn(-c2ccc(F)cc2F)cc1CNCCN(C)C,13,0,-22,-3.2,1.3,4.4,-2,-1,40,-1.4
Cc1ccc(C(=O)C(C)OC(=O)c2nc(Cl)ccc2Cl)cc1 (stereo not drawn),6,5,-18,0.9,2.4,-1.0,-10,-5,18,0.7
O=C1c2ccccc2C(=O)N1CCSc1ccccc1,.,-1,-15,0.1,.,-0.9,6,.,15,3.3
O=C1CNC(=S)N1Cc1cccc(Cl)c1,-14,-1,.,-0.5,2.6,-3.3,0,2,.,2.2
C#CCOCCOCCOCCNc1nc(N2CCN(C(=O)C([C@@H](C)O)n3cc([C@@H](N)CCCCN)nn3)CC2)nc(N2CCN(C(=O)[C@H](CCCCN)n3cc(CN)nn3)CC2)n1 (stereo partly drawn),-7,9,-10,-1.0,.,-1.0,-1,.,10,4.1
CC(C)CN1CC(COCc2ccccc2)Oc2ccccc2S1(=O)=O (stereo not drawn),-3,11,6,0.2,2.2,-0.7,-5,-3,-6,0.6
CC(C)c1nnc(NC(=O)CCC(=O)N2CCN(c3ccc(Cl)cc3)CC2)s1,3,-9,-27,0.3,1.2,-2.0,-2,-2,27,0.7
NC(=O)c1ccc(NC(=O)COC(=O)c2ccc3ccccc3n2)cc1,9,-2,8,-0.5,2.2,-1.2,.,0,-8,-1.1
CCCCN(CCO)c1ncnc2sc(-c3ccccc3)cc12,4,-6,46,1.1,-2.9,-0.8,-3,0,-46,-2.7
O=C1CC2(CCCC2)CC(=O)N1CCCCN1CCN(c2ncccn2)CC1,4,-2,1,-2.9,3.0,0.0,-3,-3,12,-3.8

# The list goes on (3 carried over from the part before).
SMILES,MITF TRPM1 HTS,Tat export inh,SR-BI HDL uptake,E coli growth,phage Ecoli inh,CAL PDZ FP-1,CAL PDZ FP-2,Wnt act,SR-BI uptake up,AddAB inh
NC(=O)c1ccc(NC(=O)COC(=O)c2ccc3ccccc3n2)cc1,9,-2,8,-0.5,2.2,-1.2,.,0,-8,-1.1
CCCCN(CCO)c1ncnc2sc(-c3ccccc3)cc12,4,-6,46,1.1,-2.9,-0.8,-3,0,-46,-2.7
O=C1CC2(CCCC2)CC(=O)N1CCCCN1CCN(c2ncccn2)CC1,4,-2,1,-2.9,3.0,0.0,-3,-3,12,-3.8
N#Cc1cnc(Oc2ccc(Cl)cc2)nc1N,27,-17,-23,2.1,3.2,-0.1,-2,3,23,-2.0
Cc1nc2c3cc(F)ccc3n(Cc3ccccc3)c2s1,-19,-7,54,-0.8,2.8,3.9,-2,-15,-54,0.5
COCc1nc2ccccc2n1CCOc1ccccc1OC,-2,1,-5,3.5,2.5,-3.4,3,1,5,0.7
CCN(CCCNC(=O)CCC(=O)N1CCOc2ccccc21)Cc1ccccc1,.,-6,8,-1.3,1.6,-0.1,-6,-5,-8,2.2
Nc1cccc(-n2nnnc2CN2CCOCC2)c1,5,-12,16,-2.0,2.6,-0.2,-3,.,-16,0.0
CCn1cc(CN2CCC(n3nccc3NC(=O)c3ccccc3C)CC2)c(C)n1,-4,12,-12,1.8,2.0,-1.7,-3,0,12,1.0
CC(C)Cn1c(N)c(C(=O)COC(=O)CCc2nc3ccccc3s2)c(=O)n(C)c1=O,-23,-4,17,-0.8,0.4,-1.4,0,3,-17,-1.9
CCOC(=O)CSc1nccc(N(C)C)c1C#N,-4,3,-7,0.0,0.4,-0.4,0,.,7,1.6
COc1ccccc1CNc1cc(CSc2ccc(Cl)cc2)nc(C)n1,5,18,-9,1.8,4.8,-1.4,1,.,9,2.6
CC(=O)c1cccc(NC(=O)CNC(=O)c2sc3ccccc3c2Cl)c1,-20,-4,-2,-1.6,1.5,-2.7,-4,3,2,-0.5
Cc1cc(C)n(-c2nc3ccccc3nc2N2CCN(S(=O)(=O)c3ccc4ccccc4c3)CC2)n1,-24,2,-12,-3.1,0.9,0.5,-10,.,12,2.2
CN(C)CCn1c2c(c(SCC(=O)NCc3ccccc3)nc1=O)CCC2,14,10,-21,-1.4,1.5,-1.9,-4,0,21,1.5
Cc1cccc(C(C)(C)C)c1OCCCCN1CCCC1,2,-3,-7,0.1,0.6,-2.3,0,-1,7,-0.3
CCOc1ccc(C(=O)CC(C(=O)O)N2CCCCC2)cc1 (stereo not drawn),-5,0,-9,1.6,.,-0.5,-5,.,9,2.4
CC(=O)N(C1CC(C)C(C#N)(C#N)C1(C#N)C#N)N(C)C (stereo not drawn),-85,-6,10,0.9,2.7,5.2,2,11,-10,2.0
CN(C(=O)c1cccc(Nc2ccc(-c3ccc4c(c3)OCCO4)nn2)c1)C1CCCCC1,10,11,65,1.4,1.7,-1.2,-4,.,-65,1.6
CCC(C)NS(=O)(=O)c1ccc(NS(=O)(=O)c2ccc(F)cc2)cc1 (stereo not drawn),-8,4,-18,3.8,3.1,-1.1,-1,.,18,2.7
Cn1ncc(Br)c1N1C(=O)CCC1=O,.,5,-10,1.3,-0.3,-0.7,-3,0,10,3.3

# Random draw from the library, and some 3.6% of all compounds hit somewhere here.
